FBW7 act: activators of human E3 ligase FBW7. AlphaScreen FBW7–phospho-cyclin E peptide binding, activator screen. normalized activity (activation), % at 26.1 µM. 650,000 tested, 0.13% active. AID 1259310; in the data active = normalized activity above about 1.9%;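 also: purified mutant Fbw7 with reduced substrate affinity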
Target sequence (Q969H0 whole entry, looked up): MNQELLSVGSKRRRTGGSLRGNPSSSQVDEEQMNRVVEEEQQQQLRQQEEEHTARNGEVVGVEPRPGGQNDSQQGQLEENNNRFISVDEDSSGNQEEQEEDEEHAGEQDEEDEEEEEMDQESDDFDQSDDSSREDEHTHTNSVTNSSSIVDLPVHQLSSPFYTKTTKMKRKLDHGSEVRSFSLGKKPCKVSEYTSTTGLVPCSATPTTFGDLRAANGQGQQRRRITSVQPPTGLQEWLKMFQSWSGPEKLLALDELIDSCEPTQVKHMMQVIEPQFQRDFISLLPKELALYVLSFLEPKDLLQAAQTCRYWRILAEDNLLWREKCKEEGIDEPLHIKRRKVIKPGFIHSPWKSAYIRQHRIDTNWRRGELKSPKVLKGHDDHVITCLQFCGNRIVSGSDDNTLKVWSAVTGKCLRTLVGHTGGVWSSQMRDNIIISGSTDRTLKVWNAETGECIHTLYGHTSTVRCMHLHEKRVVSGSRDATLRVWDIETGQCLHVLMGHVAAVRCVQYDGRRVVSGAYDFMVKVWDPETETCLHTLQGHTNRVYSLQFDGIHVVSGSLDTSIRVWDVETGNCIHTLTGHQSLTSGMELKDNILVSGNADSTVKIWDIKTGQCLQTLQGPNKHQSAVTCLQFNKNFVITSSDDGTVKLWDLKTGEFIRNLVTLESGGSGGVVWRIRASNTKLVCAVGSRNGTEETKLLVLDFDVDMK
MITF inh: human MITF inhibition, primary screen; O75030; AlphaScreen MITF homodimerization, bead proximity signal; inhibition, % at 2.6 µM; 650,000 tested, 0.91% active; in the data active = inhibition above about 50%;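 also: 0% = vehicle wells with protein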
TEAD-YAP inh: TEAD-YAP interaction inhibition. HEK-TIYL cells, TEAD-Gal4/YAP UAS-luciferase luminescence. inhibition, % at 9.12 µM. 640,000 tested, 1.4% active; in the data active = inhibition above about 32%;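 also: 0% = median of test compound wells and 100% = reference inhibitor wells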
GPR151 ag: human GPR151 activation; AID 1508602; 650,000 tested, 1% active; PathHunter beta-arrestin GPR151 cells, luminescence; activation, % at 11.2 µM; in the data active = activation above about 4.9%;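 also: 0% = median of compound wells and 100% = cells with positive control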
Target sequence (Q8TDV0 whole entry, looked up): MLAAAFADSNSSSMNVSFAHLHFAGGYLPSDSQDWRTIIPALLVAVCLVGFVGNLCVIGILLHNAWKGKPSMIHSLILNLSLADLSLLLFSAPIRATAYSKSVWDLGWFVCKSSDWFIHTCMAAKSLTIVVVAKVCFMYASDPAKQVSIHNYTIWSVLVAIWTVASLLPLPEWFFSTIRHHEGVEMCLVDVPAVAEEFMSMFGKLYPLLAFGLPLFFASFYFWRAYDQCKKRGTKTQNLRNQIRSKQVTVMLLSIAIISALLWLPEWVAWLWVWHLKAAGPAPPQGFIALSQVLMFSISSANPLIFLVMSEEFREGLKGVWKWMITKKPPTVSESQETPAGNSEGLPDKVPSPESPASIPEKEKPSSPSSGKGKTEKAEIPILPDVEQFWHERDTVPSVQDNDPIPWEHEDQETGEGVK
Numbers without * were called inactive; & = joins results of further samples.

CCOc1cc2occ(Oc3ccccc3)c(=O)c2cc1CC was read as FBW7 act -0.1, MITF inh -16, TEAD-YAP inh -3 and GPR151 ag 0.7.
Cc1ccc(C(=O)Nc2nc3ccccc3s2)s1 was read as FBW7 act 0.1, MITF inh 4, TEAD-YAP inh 12 and GPR151 ag -1.5.
`Cc1cc(-c2ccc(NC(=O)[C@H]3COc4ccccc4O3)cc2)ccn1` gave FBW7 act 0.0, MITF inh 23, TEAD-YAP inh 75* and GPR151 ag 0.5.
Screening Cc1[nH]c2ccccc2c1/C=N/Nc1ccccc1[N+](=O)[O-] returned FBW7 act 0.0, MITF inh 40, TEAD-YAP inh -54 and GPR151 ag 6.9*.
For O=C1CC(c2noc(-c3ccccc3F)n2)CN1Cc1cccs1 (stereo not drawn) the results were FBW7 act 0.1, MITF inh 6, TEAD-YAP inh 10 and GPR151 ag 3.3.
`CCCc1[nH]nc2c1C(c1c[nH]c3ccccc13)C(C#N)=C(N)O2` (stereo not drawn) gave FBW7 act -0.2, MITF inh 10, TEAD-YAP inh 3 and GPR151 ag 0.0.
COc1ccc(C2=Nn3c(nc4sc(C)c(C)c4c3=O)SC2)cc1 was read as FBW7 act -0.1, MITF inh 18, TEAD-YAP inh 2 and GPR151 ag 0.1.
Screening CCc1ccc(/C(C)=N/Nc2nc(C)cc(=O)[nH]2)cc1 returned FBW7 act -0.1, MITF inh 14, TEAD-YAP inh 6 and GPR151 ag 1.6.
For CC1=C(C(=O)Nc2ccccn2)C(c2ccc(Br)cc2)C2=C(CC(C)(C)CC2=O)N1 (stereo not drawn) the results were FBW7 act 0.6, MITF inh -5, TEAD-YAP inh -31 and GPR151 ag -1.0.
CC(C)NC(=O)c1cccc(Br)c1 was read as FBW7 act 0.8, MITF inh 15, TEAD-YAP inh 3 and GPR151 ag -1.3.
COc1ccc(OC)c(NC(=O)c2c(NC(=O)c3ccco3)sc3c2CCC3)c1 was read as FBW7 act 0.1, MITF inh -5, TEAD-YAP inh 4 and GPR151 ag 0.8.
`Cc1ccc2[nH]c(=O)c(CN(CCCO)C(=O)c3ccccc3Cl)cc2c1` gave FBW7 act -0.5, MITF inh 1, TEAD-YAP inh 0 and GPR151 ag 1.1.
Screening COc1cccc2c1OC1(C)CC2NC(=O)N1c1ccc2c(c1)OCCO2 (stereo not drawn) returned FBW7 act -0.1, MITF inh 5, TEAD-YAP inh 4 and GPR151 ag 1.1.
For Cc1cc(C)nc(NN=C2c3ccccc3-c3ccccc32)n1 the results were FBW7 act 0.4, MITF inh 12, TEAD-YAP inh 1 and GPR151 ag -0.2.
CC(=O)NS(=O)(=O)c1ccc(NC(=O)[C@@H]2CCCC[C@@H]2C(=O)O)cc1 was read as FBW7 act -0.1, MITF inh -8, TEAD-YAP inh -1 and GPR151 ag -0.2.
Screening COC(=O)c1cc(NC(=O)c2cc(Cl)ccc2OC)cc(C(=O)OC)c1 returned FBW7 act -0.1, MITF inh 8, TEAD-YAP inh -2 and GPR151 ag 0.6.
`CCOC(=O)C(C)(C)Sc1nnc(COc2cccc(OC)c2)n1CC` gave FBW7 act 0.0, MITF inh -9, TEAD-YAP inh -3 and GPR151 ag -0.2.
`CC(=O)c1cccc(-c2nc3ncnc(NCc4ccccc4)c3[nH]2)c1` gave FBW7 act 0.0, MITF inh -7, TEAD-YAP inh -1 and GPR151 ag -0.1.
`CC(O)CNc1nc2c(c(=O)n(Cc3ccc(Br)cc3)c(=O)n2C)n1C` (stereo not drawn) gave FBW7 act 0.0, MITF inh 7, TEAD-YAP inh -5 and GPR151 ag 0.6.
CCC[C@@H]1NC(=O)[C@@H]2C[C@H](NCc3cccc4cccnc34)CN2C1=O was read as FBW7 act -0.2, MITF inh 8, TEAD-YAP inh 12 and GPR151 ag -1.1.
Cc1cc(C)c(S(=O)(=O)NCc2ccco2)cc1C was read as FBW7 act 0.0, MITF inh -16, TEAD-YAP inh -12 and GPR151 ag 0.6.
c1ccc(CN2CCC(Nc3cc(N4CCN(Cc5ccc6c(c5)OCO6)CC4)ncn3)CC2)cc1 was read as FBW7 act -0.1, MITF inh 16, TEAD-YAP inh 7 and GPR151 ag 1.9.
Screening COc1cc2c(cc1OC)n(CC(=O)N1CCCC1)n1c(C)cc(=O)nc21 returned FBW7 act -0.2, MITF inh -4, TEAD-YAP inh -5 and GPR151 ag -0.8.
`COc1ccc(/C=C2\N=C(c3cccc(C)c3)OC2=O)c(OC)c1` gave FBW7 act -0.2, MITF inh 2, TEAD-YAP inh -13 and GPR151 ag -0.6.
`CCOc1ccc(NC(=O)CSc2cc(=O)n(C)c3ccccc23)cc1` gave FBW7 act -0.4, MITF inh -4, TEAD-YAP inh -14 and GPR151 ag 2.7.
C=C(C)Cn1c(CCCNC(=O)CC)nc2ccccc21 was read as FBW7 act 0.0, MITF inh 1, TEAD-YAP inh 3 and GPR151 ag -0.3.
Cc1cc(Br)ccc1NC(=O)c1sc2ncn(Cc3ccccc3Cl)c(=O)c2c1C was read as FBW7 act 0.6, MITF inh -4, TEAD-YAP inh -16 and GPR151 ag 0.0.
For CCOC(=O)C1CCN(C(=O)CC(NS(=O)(=O)c2ccc(F)cc2)C(C)C)CC1 (stereo not drawn) the results were FBW7 act 0.0, MITF inh -2, TEAD-YAP inh 2 and GPR151 ag 0.7.
O=c1c(=O)n(-c2cccc(Cl)c2)ccn1Cc1ccccc1 was read as FBW7 act 0.2, MITF inh -4, TEAD-YAP inh 5 and GPR151 ag -1.0.
Screening O=C(CCNS(=O)(=O)c1ccc(Cl)cc1)NN=C1CCCC1 returned FBW7 act 0.2, MITF inh 6, TEAD-YAP inh 10 and GPR151 ag -0.5.

A section of the results above, for reference:
`CCOC(=O)C(C)(C)Sc1nnc(COc2cccc(OC)c2)n1CC` gave FBW7 act 0.0, MITF inh -9, TEAD-YAP inh -3 and GPR151 ag -0.2.
`CC(=O)c1cccc(-c2nc3ncnc(NCc4ccccc4)c3[nH]2)c1` gave FBW7 act 0.0, MITF inh -7, TEAD-YAP inh -1 and GPR151 ag -0.1.
`CC(O)CNc1nc2c(c(=O)n(Cc3ccc(Br)cc3)c(=O)n2C)n1C` (stereo not drawn) gave FBW7 act 0.0, MITF inh 7, TEAD-YAP inh -5 and GPR151 ag 0.6.
CCC[C@@H]1NC(=O)[C@@H]2C[C@H](NCc3cccc4cccnc34)CN2C1=O was read as FBW7 act -0.2, MITF inh 8, TEAD-YAP inh 12 and GPR151 ag -1.1.
Cc1cc(C)c(S(=O)(=O)NCc2ccco2)cc1C was read as FBW7 act 0.0, MITF inh -16, TEAD-YAP inh -12 and GPR151 ag 0.6.
c1ccc(CN2CCC(Nc3cc(N4CCN(Cc5ccc6c(c5)OCO6)CC4)ncn3)CC2)cc1 was read as FBW7 act -0.1, MITF inh 16, TEAD-YAP inh 7 and GPR151 ag 1.9.

Following part.
`O=[N+]([O-])c1ccc(CN2CCCCCCC2)s1` gave FBW7 act -0.3, MITF inh 17, TEAD-YAP inh 11 and GPR151 ag 0.2.
Screening Cc1ccc(NC(=O)c2ccc3c(c2)N(CC(=O)NC(C)C)C(=O)C(C)(C)O3)cc1 returned FBW7 act 0.2, MITF inh 5, TEAD-YAP inh 5 and GPR151 ag -0.6.
Screening N#CC1=C(N)Oc2c(oc(CO)cc2=O)C1c1ccccc1[N+](=O)[O-] (stereo not drawn) returned FBW7 act 0.1, MITF inh 20, TEAD-YAP inh 2 and GPR151 ag -1.7.
O=C(O)C1CSC(c2ccccc2Cl)N1 (stereo not drawn) was read as FBW7 act -0.2, MITF inh 19, TEAD-YAP inh 7 and GPR151 ag -1.1.
Screening O=C1OC(c2cccc(Br)c2)=N/C1=C\c1ccccc1 returned FBW7 act 0.8, MITF inh -3, TEAD-YAP inh 3 and GPR151 ag -0.5.
For CC(=O)Nc1ccccc1SCC(=O)Nc1sc2c(c1C#N)CCCC2 the results were FBW7 act 0.1, MITF inh 8, TEAD-YAP inh -5 and GPR151 ag 1.3.
CCCCCCOc1ccc(NC(=O)c2cccs2)cc1 was read as FBW7 act 0.0, MITF inh 1, TEAD-YAP inh -5 and GPR151 ag 0.0.
`CCN(Cc1ccccc1)C(=O)Cn1ncc2c1-c1ccccc1OC2` gave FBW7 act -0.1, MITF inh 1, TEAD-YAP inh 9 and GPR151 ag 0.1.
CCOC(=O)c1cnc2c(C)cc(C)cc2c1NCC(C)O (stereo not drawn) was read as FBW7 act 0.0, MITF inh 10, TEAD-YAP inh 10 and GPR151 ag 0.5.
`Cc1cc(NCCCN(C)C)nc2cc(Cl)ccc12` gave FBW7 act 0.0, MITF inh -11, TEAD-YAP inh 4 and GPR151 ag 0.4.
For CCOC(=O)C1CCN(Cc2ccc(O)cc2)CC1 the results were FBW7 act -0.1, MITF inh 36, TEAD-YAP inh -2 and GPR151 ag 0.8.
For CCOc1ccc(N2C(=O)CC(S/C(N)=N/N=C(\C)c3ccccc3)C2=O)cc1 (stereo not drawn) the results were FBW7 act -0.2, MITF inh 3, TEAD-YAP inh 1 and GPR151 ag 1.5.
Screening N#C/C(=C/c1cn(CC(=O)Nc2ccc3c(c2)OCO3)c2ccccc12)C(N)=S returned FBW7 act -0.1, MITF inh 2, TEAD-YAP inh 4 and GPR151 ag -0.9.
Screening CCN(CC)C(=O)Cn1cnc2sc(C(=O)Nc3ccccc3Cl)c(C)c2c1=O returned FBW7 act 0.0, MITF inh -16, TEAD-YAP inh -2 and GPR151 ag 1.1.
Screening COCc1cc(C)nc(SC)c1C#N returned FBW7 act 0.5, MITF inh 8, TEAD-YAP inh 2 and GPR151 ag 0.6.
O=C1C2C3c4ccccc4C(c4ccccc43)C2C(=O)N1c1ccc2c(c1)OCO2 (stereo not drawn) was read as FBW7 act 0.1, MITF inh 12, TEAD-YAP inh -3 and GPR151 ag -0.4.
`CCN(CC(=O)NC(C)(C)C)C(=O)c1ccc2c(c1)S(=O)(=O)c1ccccc1C2=O` gave FBW7 act -0.1, MITF inh 0, TEAD-YAP inh -7 and GPR151 ag 0.7.
O=C1NS(=O)(=O)C(c2ccccc2)=C1O was read as FBW7 act 0.0, MITF inh 2, TEAD-YAP inh 9 and GPR151 ag 1.1.
For CCCCCOC(=O)C1=C(C)N(C)C(=O)NC1c1ccc(Cl)cc1 (stereo not drawn) the results were FBW7 act -0.1, MITF inh 3, TEAD-YAP inh 2 and GPR151 ag 0.2.
`COC(=O)c1ccc(N2C(=O)C3CC=CC(C)C3C2=O)cc1` (stereo not drawn) gave FBW7 act 0.0, MITF inh 3, TEAD-YAP inh -19 and GPR151 ag -0.9.
Cn1c(=O)c2ncn(CC(=O)N/N=C/C=C/c3ccccc3)c2n(C)c1=O was read as FBW7 act 0.0, MITF inh -2, TEAD-YAP inh 0 and GPR151 ag -1.0.
Screening COc1ccc([N+](=O)[O-])cc1-n1c(C)cc(CO)c1C returned FBW7 act -0.2, MITF inh -11, TEAD-YAP inh -31 and GPR151 ag -1.2.
`C=CCn1c(SCC(=O)Nc2nccs2)nc2sc3c(c2c1=O)CCCC3` gave FBW7 act 0.1, MITF inh 13, TEAD-YAP inh -3 and GPR151 ag 0.3.
For CC(C)(CNC(=O)CC1C(=O)NCCN1Cc1cccc(F)c1)N1CCOCC1 (stereo not drawn) the results were FBW7 act -0.1, MITF inh -11, TEAD-YAP inh -4 and GPR151 ag 0.8.
For CC(=O)N1CCN(c2nc(C)nc3sc4c(c23)CCC(C)C4)CC1 (stereo not drawn) the results were FBW7 act 0.4, MITF inh 6, TEAD-YAP inh 8 and GPR151 ag 1.1.
`O=C(CSc1n[nH]c(=O)n1C1CC1)c1c[nH]c2ccccc12` gave FBW7 act -0.1, MITF inh 8, TEAD-YAP inh -4 and GPR151 ag -0.6.
For Cc1ccccc1NC(=O)CSc1nc(O)cc(=O)n1-c1ccccc1 the results were FBW7 act -0.1, MITF inh 2, TEAD-YAP inh 8 and GPR151 ag -0.5.
Screening S=c1[nH]nc(-c2cccc(Br)c2)n1-c1ccccc1 returned FBW7 act 0.1&-0.1, MITF inh 2&-8, TEAD-YAP inh -2&-5 and GPR151 ag 1.0&1.2.
Screening COc1cc(/C=C2/SC(=Nc3ccc(O)cc3)NC2=O)ccc1O returned FBW7 act 0.0, MITF inh 10, TEAD-YAP inh 49* and GPR151 ag 1.1.
CCN1CCN(c2cc3c(cc2[N+](=O)[O-])C(=O)N(c2ccccc2)C3=O)CC1 was read as FBW7 act -0.1, MITF inh 3, TEAD-YAP inh -7 and GPR151 ag -1.2.
c1ccc(CN2CCC(Nc3nc(Nc4ccc5ncccc5c4)nc4nc[nH]c34)CC2)cc1 was read as FBW7 act -0.3, MITF inh 0, TEAD-YAP inh -9 and GPR151 ag 0.9.
`Cc1ccc2oc3c(c(=O)c2c1)C(c1ccccc1)N(CCCN1CCOCC1)C3=O` (stereo not drawn) gave FBW7 act -0.1, MITF inh 14, TEAD-YAP inh -26 and GPR151 ag -1.1.
`O=C(CCc1ccccc1O)N/N=C/c1ccco1` gave FBW7 act -0.1, MITF inh -1, TEAD-YAP inh -11 and GPR151 ag -1.5.
For CC(C)(C)NC(=O)c1ccc(NC(=O)C2CCCO2)cc1 (stereo not drawn) the results were FBW7 act 0.2, MITF inh -4, TEAD-YAP inh -2 and GPR151 ag -0.8.
For Cc1ccccc1NC(=O)CSc1nnc(-c2cccs2)n1C the results were FBW7 act -0.1, MITF inh 3, TEAD-YAP inh 3 and GPR151 ag -1.4.

Three entries from above, ordered by SMILES length, high to low.
c1ccc(CN2CCC(Nc3nc(Nc4ccc5ncccc5c4)nc4nc[nH]c34)CC2)cc1 was read as FBW7 act -0.3, MITF inh 0, TEAD-YAP inh -9 and GPR151 ag 0.9.
`Cc1ccc2oc3c(c(=O)c2c1)C(c1ccccc1)N(CCCN1CCOCC1)C3=O` (stereo not drawn) gave FBW7 act -0.1, MITF inh 14, TEAD-YAP inh -26 and GPR151 ag -1.1.
For Cc1ccccc1NC(=O)CSc1nnc(-c2cccs2)n1C the results were FBW7 act -0.1, MITF inh 3, TEAD-YAP inh 3 and GPR151 ag -1.4.

Assay outcomes (PubChem BioAssay)
